# KinaseGlo FLuc: blocks Kinase-Glo luciferase, a counter-screen artifact; actives 0.28% (n = 200,000); Q27757; Potency, µM (titrated, usually from 38.3 µM), without a hit: at the highest dose activity change, negative = inhibition, most hits filed as inhibitors; AID 1379; Kinase-Glo luciferase, ATP luminescence, 8 min; further: on the % scale 0 is the no-effect control and ±100 the full control effect; nearly all actives have a fitted effect of over 60% in size
#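 Inhibition of Kinase-Glo luciferase light generation was assessed at 10 uM ATP in pH 7.2 imidazole buffer, with luminescence measured after eight minutes at ambient temperature.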
# GoLoco inh red: RGS12 GoLoco-Gai1 interaction inhibition | P63096 | Gai1:RGS12 GoLoco peptide FP, rhodamine, 10 min | Potency, µM (doses to about 61.6 µM), without a hit: top-dose activity, negative = inhibition, usual class: inhibitors | actives 0.44% (n = 230,000); active means well fitted inhibition curve with a large enough effect, not every such curve was filed as active; inactive means no such curve, though single readings can be large or run the other way; further: on the % scale 0 is the no-effect control and ±100 the full control effect; nearly all actives have a fitted effect of over 30% in size; many of its hits are not listed in these tables
# Target sequence (P63096 whole entry, looked up): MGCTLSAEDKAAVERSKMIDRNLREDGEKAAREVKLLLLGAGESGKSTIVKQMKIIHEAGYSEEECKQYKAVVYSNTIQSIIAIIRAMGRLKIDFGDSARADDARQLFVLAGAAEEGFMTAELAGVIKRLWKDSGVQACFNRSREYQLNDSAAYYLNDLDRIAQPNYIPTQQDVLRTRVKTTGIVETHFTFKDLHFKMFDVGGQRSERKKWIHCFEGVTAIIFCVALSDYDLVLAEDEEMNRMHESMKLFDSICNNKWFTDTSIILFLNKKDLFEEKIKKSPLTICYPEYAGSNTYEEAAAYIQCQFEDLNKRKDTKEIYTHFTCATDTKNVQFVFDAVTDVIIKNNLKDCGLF
# NPSR antag: neuropeptide S receptor (human) antagonism, cAMP; Q6W5P4; CHO-NPSR cells, cAMP TR-FRET, antagonist mode; Potency, µM (doses to about 38.3 µM), without a hit: at the highest dose activity change, negative = inhibition, usual class: inhibitors; actives 1% (n = 220,000); further: on the % scale 0 is the no-effect control and ±100 the full control effect; nearly all actives have a fitted effect of over 50% in size; many of its hits are not listed in these tables
# Target sequence (Q6W5P4 whole entry, looked up): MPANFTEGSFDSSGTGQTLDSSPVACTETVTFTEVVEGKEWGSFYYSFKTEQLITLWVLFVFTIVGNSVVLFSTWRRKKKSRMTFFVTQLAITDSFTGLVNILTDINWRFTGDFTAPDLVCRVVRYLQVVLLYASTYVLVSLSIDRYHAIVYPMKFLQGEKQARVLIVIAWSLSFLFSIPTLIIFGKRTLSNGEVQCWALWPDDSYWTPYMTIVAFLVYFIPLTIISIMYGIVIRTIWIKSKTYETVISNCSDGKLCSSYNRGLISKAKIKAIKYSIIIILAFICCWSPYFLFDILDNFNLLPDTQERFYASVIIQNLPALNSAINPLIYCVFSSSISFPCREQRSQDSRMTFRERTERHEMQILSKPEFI
# SMN2 splice up: enhancers of SMN2 splice variant expression; HEK293 SMN2-luciferase splicing reporter, luminescence, 30-36 h; Potency, µM (series often up to 46.1 µM), for inactives: at the top dose activity change, positive = activation, usual class: activators; actives 2.8% (n = 210,000); further: % of control where 0% means no effect; nearly all actives have a fitted effect of over 55% in size
#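 HEK293 cells carry an SMN2 […]–luciferase reporter in which exon 7 inclusion puts luciferase in frame. Cells were plated 10-12 h before compound addition, then incubated 30-36 h at 37C. ONE-Glo luminescence was read; sodium butyrate at 4.5 mM final served as control.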
# IMPase Li inh: IMPase inhibition in cells with lithium potentiation; CHO-M1 cells, IP1 TR-FRET (IP-One), carbachol + lithium; Potency, µM (highest dose often 59.4 µM), inactives show at the highest dose activity, negative = IMPase inhibition, most hits filed as inhibitors; actives 0.35% (n = 210,000);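 further: IP1 builds up when IMPase is blocked and the TR-FRET signal falls; plate controls were basal vehicle for no effect and high inhibitor control for full effect; nearly all actives have a fitted effect of over 50% in size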
#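 Concentration–response in CHO-M1 cells, lithium-potentiated; 30 min at 37C. IP1 detected by competitive TR-FRET after 10 min lysis at RT. Hill-fitted AC50.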
# KDM4E inh: JMJD2E (human) inhibition; actives 1.6% (n = 230,000); Potency, µM (titrated, usually from 57.1 µM), for the others: top-dose activity change, negative = inhibition, usual class: inhibitors; AID 2147; JMJD2E catalytic domain, FDH-coupled NADH fluorescence (FDH is formaldehyde dehydrogenase); active means well fitted inhibition curve with a large enough effect, not every such curve was filed as active; inconclusive means small, poorly fitted or top-dose-only effect, or another doubt; inactive means no such curve, though single readings can be large or run the other way;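 further: 0% = wells with enzyme and -100% = buffer wells without enzyme; nearly all actives have a fitted effect of over 50% in size; many of its hits are not listed in these tables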
# Target sequence (B2RXH2 1-337 limits assumed): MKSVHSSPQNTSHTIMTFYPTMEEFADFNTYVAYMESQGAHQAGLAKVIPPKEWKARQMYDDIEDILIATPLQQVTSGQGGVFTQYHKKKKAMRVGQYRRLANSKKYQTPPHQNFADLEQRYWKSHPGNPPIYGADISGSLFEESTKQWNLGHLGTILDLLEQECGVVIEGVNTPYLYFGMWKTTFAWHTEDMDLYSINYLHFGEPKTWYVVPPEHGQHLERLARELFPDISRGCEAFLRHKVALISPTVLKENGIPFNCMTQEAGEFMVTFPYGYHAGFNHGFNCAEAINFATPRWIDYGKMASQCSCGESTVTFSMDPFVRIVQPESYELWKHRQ
# RECQ1 inh: RECQ1 (human) helicase inhibition; RECQ1 DNA unwinding, red fluorescence kinetic read; AID 2549; actives 0.54% (n = 240,000); P46063; Potency, µM (highest dose often 57.3 µM), inactives show top-dose activity, negative = inhibition, most hits filed as inhibitors;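 further: plate controls were vehicle for no effect and no enzyme for full effect; nearly all actives have a fitted effect of over 30% in size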
#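 50 nM RECQ1T1 preincubated 15 min with compound in Tris pH 8.0 buffer with MgCl2, DTT, Tween-20 and 2.5 ug/ml poly(dI-dC); started with 200 nM TAMRA/BHQ-2 forked duplex and 2 mM ATP. Unwinding read as fluorescence (525/598 nm), two reads 2 h apart.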
# Epigenetic reg: derepresses silenced GFP reporter in murine cells. murine LDR cells, GFP reporter derepression, 30 h. Potency, µM (titrated, usually from 53.9 µM), for the others: top-dose GFP activation, hits mostly activators. actives 0.2% (n = 280,000). AID 1865; further: % of control where 0% means no effect; nearly all actives have a fitted effect of over 60% in size
#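 Murine LDR cells bearing a silenced CMV-driven GFP reporter were exposed to compound for 30 h at 37 C. After PBS washes, GFP-positive cells (20-120 um objects) counted by laser-scanning microplate cytometry.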
# Starred values were filed as active, the others as inactive; i = inactive; ? = inconclusive; . = not tested or not shown; & = joins results of further samples; [ ] = remark or other dose. Unless noted, the call rests on the fitted dose curve; in most records, active means well fitted curve in the direction sought with a large enough effect; inconclusive means small, poorly fitted or top-dose-only effect, or another doubt; inactive means no such curve, though single readings can be large; an effect the other way counts as inactive or inconclusive. Potency means the concentration at half of the fitted maximal effect. Not all compounds are listed. The share of hits here may be higher or lower than overall.
Molecule | Epigenetic reg | NPSR antag | KDM4E inh | RECQ1 inh | GoLoco inh red | KinaseGlo FLuc | SMN2 splice up | IMPase Li inh
OC1(c2ccc(Cl)cc2)CCN(Cc2cn[nH]c2-c2ccccc2)CC1 | 0.0% | 3% | ? | 12% | 2% | . | . | .
C=CCn1c(-c2ccco2)n[nH]c1=S | -2.0% | 1%[46.1 µM] | ? | -7% | 12% | 4% | ? | -6%[38.3 µM]
COC(=O)c1cc(Br)c(=O)n(CCc2ccc(O)cc2)c1 | -12% | -4%[46.1 µM] | 5% | -12% | 6% | -3% | -9% | -14%[38.3 µM]
O=c1cc(N2CCN(c3ccc(F)cc3)CC2)[nH]c(=O)n1C1CCCCC1 | -1.1% | 4%[46.1 µM] | -2% | -11% | 3% | -3% | -20% | -5%[38.3 µM]
CCOC(=O)Cc1cc(=O)n(-c2nc3ccccc3s2)[nH]1 | -0.7% | -8%[46.1 µM] | ? | ? | 33%[activator] | -10% | 12% | -16%[38.3 µM]
CCOC(=O)N1CCN(C(=O)CNCc2cccs2)CC1 | 2.5% | -12%[46.1 µM] | 0% | -5% | -4% | 1% | -8% | 9%[38.3 µM]
Cn1c(=O)c2nc(-c3ccccc3)oc2c2ccccc21 | 0.0% | -19%[46.1 µM] | ? | -8% | 8% | 2% | 5% | 11%[38.3 µM]
NNc1ccc2nnc(C(F)(F)C(F)(F)C(F)(F)F)n2n1 | -2.9% | 16% | -11% | i | 5% | 3% | 0% | 3%
O=C(CNC(=O)c1cccs1)OCC(=O)c1cccs1 | 2.3% | -12%[46.1 µM] | 2% | -1% | 0% | 1% | 21% | 17%[38.3 µM]
NS(=O)(=O)c1ccc(CCNc2ncnc3sccc23)cc1 | -1.0% | -12%[46.1 µM] | -3% | 11% | 11% | -1% | . | 12%[38.3 µM]
CCc1nc(OCCN(CC)CC)c2oc3ccccc3c2n1 | -0.5% | 0%[46.1 µM] | -2% | -2% | 4% | -2% | -11% | 5%[38.3 µM]
O=C(c1ccc(Cl)cc1)N1CCN(c2ccc(F)cc2)CC1 | 0.0% | -16% | -1% | -2% | 7% | 7% | -11% | 5%
C/C=C/c1ccc(OCC(=O)O)c(OC)c1 | 1.1% | -5% | -8% | -9% | 3% | . | . | .
CCCc1cc(=O)[nH]c(SCC(=O)N(Cc2ccccc2)C(C)C)n1 | -1.0% | -18%[46.1 µM] | 8% | i | -4% | -2% | ? | 2%[38.3 µM]
OCCNc1c2ccccc2nc2c(F)c(F)c(F)c(F)c12 | ? | -31% | ? | 0% | 0% | 1% | 10% | -4%
O=[N+]([O-])c1ccc(Oc2cccc3cccnc23)c([N+](=O)[O-])c1 | 13µM* | -10% | 4% | -3% | 16% | 3% | . | -3%
O=C(CN1C(=O)NC2(CCCCCCC2)C1=O)NCc1ccc2c(c1)OCO2 | 1.1% | -3%[46.1 µM] | 0% | -5% | -7% | 20% | -15% | 5%[38.3 µM]
O=C1Cn2c(nc3ccccc32)N1c1cccc(C(F)(F)F)c1 | -0.2% | 6%[46.1 µM] | -5% | i | 29% | 0% | -7% | 22%[38.3 µM]
CCSc1ccc(-c2nn(-c3ccccc3)cc2/C=C(/C#N)C(=O)NC)cc1 | 4.2% | -9% | ? | 0% | 0% | 2% | 1% | ?
CCN1C(=O)/C(=C/c2nc3ccccc3c(=O)[nH]2)c2ccccc21 | 2.5% | -6% | 5% | -12% | -11% | -1% | 7% | -1%
O=C(Cc1cccs1)NCCc1csc(-c2ccccc2)n1 | 0.1% | -7% | 5% | -8% | 24% | . | . | .
Cc1ccc(C(=O)COC(=O)c2cc(Cl)nc3ccccc23)cc1C | -1.8% | -3%[46.1 µM] | ? | -1% | 6% | -3% | -6% | 9%[38.3 µM]
CC(C)Cn1nnnc1S(=O)(=O)CCc1ccccc1 | -0.3% | . | -1% | -3% | -6% | 4% | 18% | 10%
O=C(CSc1nnc(C2COc3ccccc3O2)o1)NC1CCCCC1 (stereo not given) | 0.0% | -8%[46.1 µM] | 5% | 0% | 10% | -1% | 1% | 21%[38.3 µM]
COc1ccc(C)cc1NC(=O)c1nnn(CCc2ccccc2)c1N | 5.8% | 4%[46.1 µM] | -21% | -10% | 3% | 16% | -17% | ?
COc1ccc(NS(=O)(=O)c2ccc(-c3n[nH]c(=S)n3Cc3ccccc3)cc2)cc1 | 0.1% | -41% | 5% | 2% | 6% | . | . | .
O=C1C[C@@H](c2ccc(O[C@@H]3O[C@H](CO)[C@@H](O)[C@H](O)[C@H]3O)cc2)Oc2cc(O)ccc21 | 1.7% | 9% | -1% | 0% | -9% | 0% | -11% | -4%
CCOC(=O)Nc1nnc(CCc2ccccc2)s1 | -0.7% | -4%[46.1 µM] | ? | i | -5% | -1% | 13% | -5%[38.3 µM]
O=C(Nc1ccccc1Cl)Nc1cccnc1Cl | 3.7% | 0% | 1% | -14% | 3% | -3% | -72%[inhibitor] | -14%
CCN(CC(=O)NC(C)C)C(=O)C(CCSC)NC(=O)c1ccccc1OC (stereo not given) | 1.3% | 6% | 5% | 1% | 2% | 1% | 24% | -4%
O=C(CN1C(=O)CCS(=O)(=O)c2ccccc21)Nc1ccc2c(c1)OCCO2 | -0.8% | 4%[46.1 µM] | 1% | -3% | 1% | 3% | 11% | 0%
Cc1cccc(Nc2nnc(SCC(=O)Nc3ccc(C(=O)O)cc3)s2)c1 | -2.7% | 12% | 7% | -9% | -2% | -11% | 18% | -2%
CSc1nc(Sc2ccccc2Cl)c2ccccc2n1 | 0.0% | ? | ? | -9% | 14% | 1% | -3% | ?
Cc1cccc(-n2nnnc2SCC(=O)NCCN2C(=O)CSC2=O)c1 | 9.9% | -29%[46.1 µM] | -5% | -7% | 6% | -2% | 18% | -2%[38.3 µM]
CS(=O)(=O)N1CCC2(CCCN(c3cccc(-c4ccccc4)c3)C2)CC1 | . | . | . | 28µM* | 85%[activator] | 0% | -9% | -2%
O=C(O)c1ccc(S(=O)(=O)N(Cc2cccs2)CC2CCCO2)cc1 (stereo not given) | -0.3% | -14%[7.67 µM] | 1% | -9% | 2% | . | . | .
Cc1ccc(C(=O)Nc2nc(=O)n(C(=O)C3CC3)s2)cc1 | -0.9% | ? | 0% | -2% | 7% | 4% | 19% | 0%
NC(=O)N/N=C/c1cccc(OCc2ccc(F)cc2)c1 | -0.3% | 19% | 0% | -1% | 0% | . | . | 4%
O=S(=O)(c1cc(Cl)ccc1Cl)N1CCCC1 | -0.3% | -14%[46.1 µM] | -2% | -2% | -15% | 2% | -4% | 46%[activator][38.3 µM]
Cc1cccc2c1nc(-c1ccccc1)n1nnnc21 | -1.2% | 9%[7.67 µM] | ? | ? | -2% | 0% | -23% | -11%[38.3 µM]
CCCOc1nc2c(c(=O)n(C)c(=O)n2C)n1CCC | 0.0% | -13%[46.1 µM] | -1% | i | 1% | 1% | -15% | -6%[38.3 µM]
CC(C)CNS(=O)(=O)c1ccc2c(c1)OCCO2 | 1.0% | -6%[46.1 µM] | 4% | 16% | 2% | -3% | 8% | 14%[38.3 µM]
Fc1ccc(C(c2nnnn2Cc2cccs2)N2CCN(c3ccccc3)CC2)cc1 (stereo not given) | 0.0% | -29%[46.1 µM] | 5% | -14% | 8% | -4% | -11% | 13%
CC(C)(C)NCCOCCOc1ccccc1-c1ccccc1 | 2.3% | 2%[46.1 µM] | 2% | -2% | 4% | -1% | -25% | 21%
CCOC(=O)C(NC(=O)c1cccc(Cl)c1)(OCc1ccc(F)cc1)C(F)(F)F (stereo not given) | 0.0% | -19% | -30% | -4% | -8% | -2% | -10% | 21%
O=c1oc2cc(Cl)ccc2n1CSc1nc2ccccc2s1 | -4.6% | -10%[46.1 µM] | 2% | -17% | -12% | 6% | 25% | 6%[38.3 µM]
O=C(CN1CCN(c2cccc(Cl)c2)CC1)Nc1ccc([N+](=O)[O-])cc1C(=O)Nc1ccccc1F | 1.5% | -28% | -8% | -9% | -6% | 0% | -26% | -3%
CCCC(=O)Nc1ccc2c(c1)nc1n2CCOC1 | 0.0% | -5%[46.1 µM] | 13% | -10% | 8% | 11% | -19% | -6%[38.3 µM]
CCOCCCNC(=O)C1CCCN1C(=O)Nc1ccccc1[N+](=O)[O-] (stereo not given) | 5.5% | 14% | 4% | 7% | 4% | 4% | -9% | 7%
CC1(C(=O)NCCN2CCOCC2)C=CCN1C(=O)c1ccccc1 (stereo not given) | -1.7%&2.6% | 17% | 1%&5% | -16% | 0%&2% | -3%&-3% | ? | -6%&-8%
Cc1ccc(/C=N/NC(=O)Cn2nnc(N)n2)cc1 | -1.2% | 16% | 12% | 9% | 2% | . | . | .
O=C(c1cccs1)N1CCN(C(=O)C2CCCO2)CC1 (stereo not given) | -2.6% | ? | -2% | 0% | 8% | 1% | -9% | 1%
O=C(NCCOc1ccccc1)c1ccccc1 | -4.6% | -5%[46.1 µM] | -7% | i | -19% | -11% | 13µM* | -4%[38.3 µM]
CCCCC1OC23CCCCC2C(C#N)(C(=N)O3)C1(C#N)C#N (stereo not given) | -1.9% | -15%[46.1 µM] | ? | 0% | -42% | 1% | 7% | -11%[38.3 µM]
CO/N=C(/CS(=O)Cc1ccccc1Cl)c1ccc(Cl)cc1Cl (stereo not given) | -0.1% | -18%[46.1 µM] | -5% | -15% | 3% | -2% | -17% | 26%[38.3 µM]
O=C(NCc1ccco1)c1cc(-c2cccs2)on1 | -1.3% | -5%[46.1 µM] | ? | 12% | 32%[activator] | -4% | ? | ?
O=C(O)c1cc(Cl)c(Cl)cc1C(=O)Nc1cccnc1 | -6.8% | 10% | 8% | -17% | 1% | -2% | 10% | -4%
COc1ccc([C@H](C)NC[C@H](O)c2ccc(O)c(NC=O)c2)cc1 | -3.3% | 1% | -9% | -2% | -3% | 1% | -8% | 16%
O=C(c1ccc(S(=O)(=O)N2CCCCC2)cc1)N(c1ccccn1)C1CCCCC1 | 3.3% | -47% | 3% | 0% | -1% | . | . | .
O=C(COc1ccc(S(=O)(=O)Nc2ccccc2)cc1)N1CCOCC1 | 0.0% | -3%[46.1 µM] | 17% | -2% | 6% | -5% | 5% | -3%[38.3 µM]
COCC(=O)N1CCC2(CC1)CN(C(=O)Nc1ccccc1)C2 | . | . | . | i | 9% | -6% | 11% | 3%
